# TRPML3 ag = human TRPML3 channel agonists, primary screen, cell-based, HEK293 TRPML3-YFP, Fluo-8 calcium fluorescence, 3 µM. Mucolipin-3 (Homo sapiens), Q8TDD5. 100% = the carbachol control signal. activation, % at 3 µM. 0.29% of 220,000 active. AID 1448, 2008;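 active = activation above its plate's cutoff, the mean activation of the plate's test wells plus 3 SD, cut at about 12% in these data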;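 also: 0% = DMSO only wells and 100% = carbachol wells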
# Target sequence (Q8TDD5 whole entry, looked up): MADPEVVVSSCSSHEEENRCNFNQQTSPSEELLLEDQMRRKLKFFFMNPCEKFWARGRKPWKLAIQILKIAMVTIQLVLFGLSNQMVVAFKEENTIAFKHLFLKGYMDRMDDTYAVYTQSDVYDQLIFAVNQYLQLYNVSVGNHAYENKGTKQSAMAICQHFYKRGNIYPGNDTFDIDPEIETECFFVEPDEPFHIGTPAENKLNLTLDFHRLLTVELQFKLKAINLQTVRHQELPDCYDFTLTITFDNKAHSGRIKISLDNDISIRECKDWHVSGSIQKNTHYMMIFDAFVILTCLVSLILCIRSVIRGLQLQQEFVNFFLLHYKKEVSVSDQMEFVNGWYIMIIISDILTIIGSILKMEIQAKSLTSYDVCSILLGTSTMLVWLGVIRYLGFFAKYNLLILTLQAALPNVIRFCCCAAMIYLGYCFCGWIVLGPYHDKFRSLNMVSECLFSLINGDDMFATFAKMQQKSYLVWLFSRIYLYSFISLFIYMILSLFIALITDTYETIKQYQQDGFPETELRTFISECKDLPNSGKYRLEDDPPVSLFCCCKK
#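 Material: TRPML3-YFP stable HEK293 cells | Dosing: One concentration, 3 µM nominal, 0.3% DMSO | Timing: 125 s total fluorescence read per well | Technique: Fluo-8 calcium dye fluorescence, ex 470-495, em 515-575 nm | Measure: Percent activation from peak-to-basal fluorescence ratio, scaled between DMSO and carbachol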
# m-calpain inh = inhibitors of pig calpain II, primary screen, biochemical, fluorogenic peptide substrate, 1536-well; purified calpain II, 30 min; inhibition, % at 16 µM; 0.37% of 220,000 active; AID 1236, 2008;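 active = inhibition above about 50%, limit read from the data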
# KCC2 mod = KCC2 cotransporter modulators, thallium flux, primary screen, cell-based, HEK293 KCC2, FluoZin-2 fluorescence, MLSMR; Solute carrier family 12 member 5 (Homo sapiens), Q9H2X9; KCC2 cells, thallium flux FluoZin-2 fluorescence; B-score of Tl+ flux slope (higher = more flux/activation; lower = inhibition) at 10 µM; 2.2% of 190,000 active; AID 1456, 2008;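 active = thallium flux slope and its plate-corrected score both differing from the plate sample mean at a set confidence after two filtering rounds, in either direction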;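 also: slope of fluorescence scaled to starting intensity during 10 to 20 s after thallium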
# PPC-1+TRAIL kill = compounds killing PPC-1 cancer cells with TRAIL present, primary screen, TRAIL potentiator project, ATPLite luminescence, uHTS; 0.41% of 220,000 active; cell killing (% activity), % at 4 µM; PPC-1 cells + TRAIL, ATPLite viability luminescence;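 active = cell killing above 50% in the first pass at 4 µM, then a duplicate retest at 5 µM averaging 50% or more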;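 also: plate controls were cells with TRAIL plus DMSO for no effect and medium-only wells lacking cells for full effect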
# Thrombin inh = human alpha-thrombin inhibitors, primary screen, counter-screen for coagulation protease inhibitor project, biochemical, 1536-well, fluorogenic AMC substrate; Boc-VPR-AMC fluorogenic substrate cleavage; inhibition, % at 5 µM; 0.26% of 220,000 active; AID 1046, 2008;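 active = inhibition at or above 40%; inactive = inhibition below 40%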;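 also: 0% = enzyme with no compound and 100% = wells without enzyme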
#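 System: human alpha-thrombin protein; Compound dosing: one concentration per compound, 5 µM, with 0.2% DMSO; Timing: reaction at room temperature; Technique: AMC fluorescence, 355/460 nm; Controls: enzyme without compound as high, wells lacking enzyme as low.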
# TRPN1 ag = zebrafish TRPN1 channel agonists, primary screen, cell-based, HEK293, calcium fluorescence; activation, % at 3 µM; 0.18% of 220,000 active; transient receptor potential cation channel N1 (TRPN1/NompC), Danio rerio; HEK293 zebrafish TRPN1-YFP, Fluo-8 calcium fluorescence; 100% = response to 87 µM carbachol; AID 1424, 2008;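 active = activation above its plate's cutoff, the mean activation of test wells on that plate plus 3 SD, cut at about 19% in these data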;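 also: 0% = DMSO alone and 100% = 87 µM carbachol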
#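 System: zebrafish TRPN1-YFP in HEK293 cells / Dosing: 3 µM single point / Timing: dye loading 1 h at 37 °C, then 30 min room temperature / Signal: Fluo-8 calcium fluorescence, excitation 470-495 nm, emission 515-575 nm / Read-out basis: percent activation from peak over basal fluorescence ratio, control-normalized / Control set: high carbachol 87 µM, low DMSO alone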
# EBV gp42 inh = Epstein-Barr virus gp42 inhibitors, primary screen, biochemical, uHTS, fluorescence polarization; AID 1085, 2008; inhibition, % (tested at 21.74 µM); 0.42% of 220,000 active; Glycoprotein 42 (Epstein-Barr virus (strain AG876)), Q1HVG2; Fluorescence polarization binding assay, mP read-out; in the data active = inhibition above about 50%
# Target sequence (Q1HVG2 whole entry, looked up): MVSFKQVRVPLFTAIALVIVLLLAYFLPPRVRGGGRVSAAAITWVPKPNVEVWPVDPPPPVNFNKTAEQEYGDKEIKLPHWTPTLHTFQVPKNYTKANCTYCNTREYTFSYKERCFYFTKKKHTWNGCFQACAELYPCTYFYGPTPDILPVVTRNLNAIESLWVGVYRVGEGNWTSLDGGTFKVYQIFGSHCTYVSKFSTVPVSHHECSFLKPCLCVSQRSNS
# Tb hexokinase = Trypanosoma brucei hexokinase 1 inhibitors, primary screen, biochemical, G6PDH-coupled NADH absorbance, MLSCN library. hexokinase 1 [Trypanosoma brucei]. recombinant TbHK1, G6PDH-coupled NADH A340. 0.11% of 220,000 active. inhibition, % at 10 µM. AID 1430, 2008;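 active = inhibition of 50% or more in the single-dose primary screen; inactive = inhibition below 50%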
# Furin inh = human furin inhibitors, primary screen, biochemical, fluorescence intensity. P09958. purified furin, fluorogenic substrate cleavage. inhibition, % at 30 µM. 0.061% of 220,000 active; in the data active = inhibition above about 25%; also: inactives centre near -15
# Numbers without * were called inactive; i = inactive; x = no result given; [ ] = another dose, or the depositor's remark.
1: COc1ccccc1N1CCN(C(C)C(=O)N2CC(C)OC(C)C2)CC1 (stereo not drawn)
2: COCCn1c(=NC(=O)c2cc(-c3cccs3)nc3ccccc23)sc2cc(S(N)(=O)=O)ccc21
3: CNC(=O)COC(=O)c1ccccc1C(=O)c1ccc(Cl)c([N+](=O)[O-])c1
4: O=C(CSc1nc(O)cc(=O)[nH]1)Nc1ccc2c(c1)CCC2
5: Cc1ccc2cc(CN(CCN3CCOCC3)Cc3nnnn3Cc3ccco3)c(=O)[nH]c2c1C
6: CCOC(=O)c1[nH]c2ccc(F)cc2c1NC(=O)CCN1CCSCC1
7: CCn1cc(C(=O)N2CCN(C3CCCCC3)CC2)c2cc(OC)c(OC)cc2c1=O
8: COc1ccc(-c2csc(NC3=NCCCCC3)n2)cc1
9: Fc1cccc(-c2cc3nc4c(c(N5CCOCC5)n3n2)CCCC4)c1
10: CCCC(=O)Nc1sc2c(c1C#N)CC(C)(C)NC2(C)C
Screen / compound no.	1	2	3	4	5	6	7	8	9	10
KCC2 mod	0.88	0.84	-1.2	x	x	x	-0.74	0.61	-3.1	-0.18
Furin inh	-34	4	-29	-17	-3	-21	-7	-4	-19	-15[20 µM]
TRPN1 ag	0.6	2.1	-0.8	1.0	0.3	1.0	1.6	-2.7	0.7	-2.1
Tb hexokinase	-2	-10	0	15	-8	-1	2	3	-7	0
Thrombin inh	-20	13	2	-2	0	-4	-2	-5	3	2
TRPML3 ag	0.7	0.9	0.0	0.8	0.8	-0.1	0.5	-0.2	0.4	-0.1
EBV gp42 inh	-5	-49	-8	-20	-9	x	-5	-5	-12	-17
PPC-1+TRAIL kill	-18	14	2	2	-5	-7	15	9	39	0
m-calpain inh	1	-77	-16	-28	-40	x	-19	4	-21	-18

11: c1coc(-c2nn3c(-c4ccco4)nnc3s2)c1
12: Cc1c[nH]c2cccc(OCC(O)CNC(C)(C)C)c12 (stereo not drawn)
13: Cc1ccnc(N=Cc2nc(-c3ccccc3Br)oc2O)c1
14: Cc1ccc2nc(-c3ccccc3)nc(SC(C)C(=O)NCc3cccs3)c2c1 (stereo not drawn)
15: COc1ccc(-c2noc(CCC(=O)Nc3cc(Cl)c(OC)cc3OC)n2)cc1
16: CCCCCCc1cc2cc(S(=O)(=O)c3ccc(C)cc3)c(=O)oc2cc1O
17: CCN(CC)S(=O)(=O)c1ccc(OCC(=O)NCc2ccccc2)cc1
18: CC(=O)N1CCN(C(=S)NCc2ccccc2)CC1
19: C=CCSc1nnc(-c2cc3c(C(F)(F)F)nn(C)c3s2)n1C
20: Cc1cc(C#N)c(C)c(SCc2[nH]nc3c2C(c2ccccc2)C(C#N)=C(N)O3)n1 (stereo not drawn)
Screen / compound no.	11	12	13	14	15	16	17	18	19	20
KCC2 mod	0.055	0.98	-0.0036	x	-1.3	2.4	-0.21	1.9	x	0.15
Furin inh	-28	-17[20 µM]	-18	-5[20 µM]	-13[20 µM]	-14	-19	-10	-10[20 µM]	1[20 µM]
TRPN1 ag	0.8	-1.1	2.3	-0.1	-0.1	-0.4	1.1	0.8	-0.3	-0.2
Tb hexokinase	-7	0	-2	-5	-15	-12	0	3	0	4
Thrombin inh	4	3	17	5	11	-12	3	10	3	2
TRPML3 ag	-0.1	0.2	0.3	0.1	0.3	0.3	0.2	-0.4	0.4	-0.2
EBV gp42 inh	-3	-1	14	-5	-8	-5	-16	6	1	0
PPC-1+TRAIL kill	16	18	11	23	9	12	27	4	2	9
m-calpain inh	-40	21	-1	17	10	-166	-6	25	6	-30

21: c1ccc2c(c1)OCCOCCOCCOCCOc1ccccc1OCCOCCOCCO2
22: CCn1c(-c2ccc([N+](=O)[O-])cc2)n[nH]c1=S
23: Cc1nc2ccccc2c(C)c1C(=O)c1ccc(F)cc1
24: CC(C)CNC(=S)NC1CCCC1
25: COC(=O)c1ccc([C@@H]2C[C@H]3CN(Cc4cccnc4)C(=O)[C@]34CCCN24)cc1
26: COc1ccc(C(=O)ON=C2C=C(C)C(=O)C(C)=C2)cc1
27: COc1ccc(-c2nc3c(c(=O)c4ccccc4n3C)c(=O)n2Cc2ccccc2)cc1
28: Cn1c(=O)c2c(nc(NCc3ccccc3)n2C)n(C)c1=O
29: O=C1N=C(N2CCOCC2)S/C1=C\c1ccc(-c2ccccc2Cl)o1
30: COc1ccc(OCC(=O)Nc2nc3ccc(NC(C)=O)cc3s2)cc1
Screen / compound no.	21	22	23	24	25	26	27	28	29	30
KCC2 mod	0.03	-0.15	-1.2	-0.73	0.71	0.83	-0.34	-0.096	i	x
Furin inh	-29	-12[20 µM]	-5	-14[20 µM]	-18	-9	-14	2	-6	-24
TRPN1 ag	-0.8	1.4	-0.6	-0.2	0.7	0.4	-0.3	0.8	0.0	1.9
Tb hexokinase	-2	-9	-1	-5	2	3	1	3	-14	-2
Thrombin inh	1	3	-6	-2	-7	3	-4	-2	-6	2
TRPML3 ag	0.9	-0.1	0.2	0.2	-0.2	-0.1	0.2	0.2	0.8	0.4
EBV gp42 inh	-13	-15	-16	-20	-9	-1	3	-6	3	-8
PPC-1+TRAIL kill	8	-10	4	15	-8	-2	20	16	-6	-1
m-calpain inh	-10	-21	-9	6	-12	5	-2	17	-81	-25

# Some of these compounds in order of count of non-hydrogen atoms, high to low.
20: Cc1cc(C#N)c(C)c(SCc2[nH]nc3c2C(c2ccccc2)C(C#N)=C(N)O3)n1 (stereo not drawn)
30: COc1ccc(OCC(=O)Nc2nc3ccc(NC(C)=O)cc3s2)cc1
4: O=C(CSc1nc(O)cc(=O)[nH]1)Nc1ccc2c(c1)CCC2
23: Cc1nc2ccccc2c(C)c1C(=O)c1ccc(F)cc1
18: CC(=O)N1CCN(C(=S)NCc2ccccc2)CC1
Screen / compound no.	20	30	4	23	18
KCC2 mod	0.15	x	x	-1.2	1.9
Furin inh	1[20 µM]	-24	-17	-5	-10
TRPN1 ag	-0.2	1.9	1.0	-0.6	0.8
Tb hexokinase	4	-2	15	-1	3
Thrombin inh	2	2	-2	-6	10
TRPML3 ag	-0.2	0.4	0.8	0.2	-0.4
EBV gp42 inh	0	-8	-20	-16	6
PPC-1+TRAIL kill	9	-1	2	4	4
m-calpain inh	-30	-25	-28	-9	25

# Next records
31: COC(=O)c1c(NC(C)=O)sc(C(=O)Nc2ccccc2)c1C
32: Cc1cccc(NC(=O)c2sc(C)nc2C)c1
33: O=[N+]([O-])c1ccc(OCCCCN2CCCCC2)cc1
34: COc1ccc(CCNC(=O)C2CCCN(S(=O)(=O)c3cccc4nonc34)C2)cc1OC (stereo not drawn)
35: CCCC(=O)NCCc1nc2cc([N+](=O)[O-])ccc2n1C
36: COc1ccc(/C=N/n2c(-c3cc(C)[nH]n3)n[nH]c2=S)cc1
37: CNS(=O)(=O)c1c(C)cc(C)c(N(C)S(=O)(=O)c2ccccc2)c1C
38: COc1ccc2[nH]cc(C(=O)CN3CCCC(C)C3)c2c1 (stereo not drawn)
39: CCC(=O)N1CCCc2cc(S(=O)(=O)NCc3cccs3)ccc21
40: OCCC1CN(Cc2cccn2-c2ccccn2)CCN1Cc1ccccc1 (stereo not drawn)
Screen / compound no.	31	32	33	34	35	36	37	38	39	40
KCC2 mod	0.11	0.91	1.1	x	-0.072	0.13	0.26	x	0.28	-0.73
Furin inh	-24	-16[20 µM]	-9	-9[20 µM]	-15	-11	-17	-17	-15	-18
TRPN1 ag	0.5	0.1	0.6	0.7	0.8	-0.8	-0.1	1.6	0.1	-0.7
Tb hexokinase	-1	0	-16	-9	-2	-2	-1	-4	4	2
Thrombin inh	-8	2	2	-4	3	-11	-10	-1	-11	-4
TRPML3 ag	1.2	0.8	0.0	1.0	-0.3	0.3	1.0	0.0	0.2	0.5
EBV gp42 inh	-3	-24	-22	-9	-12	1	6	-14	-10	-13
PPC-1+TRAIL kill	13	15	19	-16[5 µM]	-8	8	-2	12	-3	10
m-calpain inh	-6	-8	5	-14	11	0	2	-17	-1	-2

# Along the list, from the results shown.
# Compounds 35 to 39 in EBV gp42 inh read -12, 1, 6, -14, -10

# Continued.
41: Cc1c(C(=O)NCC2CCCO2)sc2nc(-c3ccc(F)cc3)cn12 (stereo not drawn)
42: CCOC(=O)N1CCN(C(=O)CN(c2cccc(OC)c2)S(C)(=O)=O)CC1
43: COc1cc(/C=C(\C#N)C(=O)N2CCOCC2)cc(Br)c1O
44: COc1ccc(S(=O)(=O)NN(C)c2nc(C(F)(F)F)nc3ccccc23)cc1
45: Fc1ccc(CNC(=S)Nc2cccc(Cl)c2)cc1
46: O=C(N/N=C/c1cc2ccccc2nc1Cl)c1ccncc1
Screen / compound no.	41	42	43	44	45	46
KCC2 mod	-0.91	x	0.19	-0.61	-0.8	0.039
Furin inh	-22	-12[20 µM]	-11	-23	-19	-12
TRPN1 ag	2.0	1.2	0.3	0.8	12	0.0
Tb hexokinase	-6	-6	-9	-24	6	-24
Thrombin inh	-3	2	-4	-8	-2	-12
TRPML3 ag	0.5	1.0	1.3	0.3	5.8	0.6
EBV gp42 inh	3	3	-19	-11	-20	-11
PPC-1+TRAIL kill	-5	1	21	9	-5	10
m-calpain inh	-10	19	-17	-11	4	-5

# Complete entries from above. Values in the order: KCC2 mod | Furin inh | TRPN1 ag | Tb hexokinase | Thrombin inh | TRPML3 ag | EBV gp42 inh | PPC-1+TRAIL kill | m-calpain inh
# COc1cc(/C=C(\C#N)C(=O)N2CCOCC2)cc(Br)c1O as listed: 0.19 | -11 | 0.3 | -9 | -4 | 1.3 | -19 | 21 | -17
# Cc1c(C(=O)NCC2CCCO2)sc2nc(-c3ccc(F)cc3)cn12 (stereo not drawn) as listed: -0.91 | -22 | 2.0 | -6 | -3 | 0.5 | 3 | -5 | -10
# Fc1ccc(CNC(=S)Nc2cccc(Cl)c2)cc1 as listed: -0.8 | -19 | 12 | 6 | -2 | 5.8 | -20 | -5 | 4
# CCOC(=O)N1CCN(C(=O)CN(c2cccc(OC)c2)S(C)(=O)=O)CC1 as listed: x | -12[20 µM] | 1.2 | -6 | 2 | 1.0 | 3 | 1 | 19

# High-throughput results from PubChem.
